Screening results as filed in PubChem.
KCNH2 3.1 inh = inhibitors of human KCNH2 3.1 potassium channel isoform. U2OS KCNH2 3.1, thallium flux FluxOr; active compounds read low. activity change, % (tested at about 1.8 µM). 340,000 tested, 0.95% active;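 active means maximum activity change below -70%; inconclusive means maximum activity change from -70% to -50%; inactive means maximum activity change above -50%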;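 further: thallium influx rate constant from kinetic fluorescence after stimulation buffer; on the % scale 0 is the no-effect control and ±100 the full control effect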
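Thallium flux read-out: FluxOr dye with Red40 quencher in HBSS/HEPES, 45 min at RT. Rate constants from kinetic reads were normalized to positive and negative DMSO controls. Cells: U2OS virally expressing the 3.1 isoform.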
A-T KAP1 phos = potential ataxia-telangiectasia treatments restoring KAP-1 phosphorylation; […] A-T fibroblasts, KAP-1 phosphorylation AlphaLISA; neocarzinostatin DNA damage 30 min before lysis; AID 485349; Potency, µM (titrated, usually from 57.5 µM), inactives show at the top dose activation, usual class: activators; 320,000 tested, 0.19% active; further: potency means the concentration at half of the fitted maximal effect; % of control where 0% means no effect; nearly all actives have a fitted effect of over 45% in size
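hTERT-immortalized A-T patient fibroblasts ([…]), 500 cells/well in OPTI-MEM, 1% FBS, got compounds for 60 min, then NCS for 30 min at 37C. Lysates were then assayed for phospho-KAP-1 by AlphaLISA (anti-pKAP1 donor, anti-KAP1 acceptor beads), 6 hr at 25C.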
Eya2 inh = inhibitors of human Eya2 phosphatase activity | O00167 | recombinant Eya2, OMFP fluorescence dephosphorylation (OMFP is methylfluorescein phosphate) | Potency, µM (titrated, usually from 76.9 µM), for inactives: top-dose activity, negative = inhibition, hits mostly inhibitors | 330,000 tested, 0.006% active; further: potency means the concentration at half of the fitted maximal effect; on the % scale 0 is the no-effect control and ±100 the full control effect
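Eya2 protein (added as 0.2 uM solution) was preincubated with compound for 10 min at ambient temperature in 50 mM HEPES pH 7.5, 50 mM NaCl, 5 uM MgCl2, 0.05% BSA, 1 mM DTT. OMFP (added at 50 uM) then reacted 10 min; fluorescence read at 485/525 nm.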
TCR act = activators of T cell receptors; primary human leukocytes, anti-CD3, IL-2 HTRF, 48 h; Potency, µM (series often up to 9.22 µM), without a hit: top-dose activation of IL-2 secretion, usual class: activators; 330,000 tested, under 10 active; further: % of control where 0% means no effect
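Primary human leukocytes receive a-CD3 beads and test compound and are incubated 48 hr. Secreted IL-2 is then assayed by HTRF, measuring 665nm acceptor emission after 320nm excitation of the europium donor.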
TRPV1 ag = agonists of human vanilloid receptor 1 (TRPV1) | Q8NER1 | TRPV1-expressing cells, Fluo-8 calcium influx, agonist mode | activation, % at 8.33 µM | 320,000 tested, 0.19% active | AID 540275; in the data active means activation above about 80%; inconclusive means between about 30% and that limit; further: 0% is about no effect
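Cells expressing TRPV1 were dye-loaded with Fluo-8 and read kinetically: 10 s baseline, 3 min after compound (agonist portion), then 2 min after EC20 capsaicin (allosteric enhancer portion). Calcium-bound dye fluorescence at 480/520 nm.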
hERG WT inh = inhibitors of human wildtype KCNH2 potassium channel; Q12809; U2OS, BacMam KCNH2, thallium flux FluxOr; active compounds read low; activity change, % at 1.84 µM; 340,000 tested, 0.37% active; AID 720551;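 active means maximum activity change below -70%; inconclusive means maximum activity change between -70% and -50%; inactive means maximum activity change above -50%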; further: on the % scale 0 is the no-effect control and ±100 the full control effect
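U2OS cells transduced with wild-type KCNH2 virus are loaded with FluxOr dye for 45 min, and thallium flux is measured in kinetic reads before and after stimulation buffer. Rate constants are normalized to DMSO controls.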
USP2a block = USP2a (human) protease inhibition. USP2 core, Ub-CHOP2 coupled fluorogenic reporter, 485/531. Potency, µM (top dose mostly 38.3 µM), without a hit: top-dose activity change, negative = inhibition, actives largely listed as inhibitors. 330,000 tested, 0.01% active;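 further: potency means the concentration at half of the fitted maximal effect; plate controls were DMSO wells for no effect and full inhibition by NEM control for full effect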
Target sequence (O75604 whole entry, looked up): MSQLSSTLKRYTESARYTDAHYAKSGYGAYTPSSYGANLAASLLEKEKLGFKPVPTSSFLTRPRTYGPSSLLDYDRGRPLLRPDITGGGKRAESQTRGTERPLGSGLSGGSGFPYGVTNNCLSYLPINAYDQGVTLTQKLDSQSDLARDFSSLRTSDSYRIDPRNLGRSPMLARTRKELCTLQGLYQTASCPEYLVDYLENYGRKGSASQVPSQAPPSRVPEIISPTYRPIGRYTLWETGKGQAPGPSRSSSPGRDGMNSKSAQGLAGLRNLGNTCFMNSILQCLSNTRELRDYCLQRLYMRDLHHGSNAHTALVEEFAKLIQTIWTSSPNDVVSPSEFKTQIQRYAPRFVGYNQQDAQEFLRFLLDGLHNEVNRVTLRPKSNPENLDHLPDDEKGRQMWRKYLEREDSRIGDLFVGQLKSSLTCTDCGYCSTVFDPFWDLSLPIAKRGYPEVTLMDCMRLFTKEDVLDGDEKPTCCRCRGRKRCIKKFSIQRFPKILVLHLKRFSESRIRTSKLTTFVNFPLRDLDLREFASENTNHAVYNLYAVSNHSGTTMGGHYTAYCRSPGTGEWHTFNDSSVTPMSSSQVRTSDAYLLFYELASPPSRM
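Deubiquitinase activity read as fluorescence (485/531 nm) after Ub-CHOP2 cleavage activates the enterokinase reporter on its substrate; USP2 core 10nM, Ub-CHOP2 and substrate 25nM each, 30min compound preincubation then 60min RT; data normalized to NEM, curves fitted.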
TSHR antag = antagonists of human thyroid stimulating hormone receptor | activity change, negative = inhibition, % at 11.5 µM | P16473 | TSHR-expressing cells, TSH-stimulated cAMP HTRF, 2 h; active compounds read low | 330,000 tested, 0.2% active;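 active means activity change below a set negative limit, meaning inhibition stronger than a set level, cut at about -70% in these data; inconclusive means activity change between two set negative limits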; further: on the % scale 0 is the no-effect control and ±100 the full control effect
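Cell-based HTRF cAMP assay; TSHR cells + compound, TSH EC80 (4nM final), 2 h, 37 deg C. Lysis with anti-cAMP cryptate and cAMP-d2, 30 min RT, read 665/620 nm.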
ELG1 DNA repair = blocks ELG1-dependent DNA repair in HEK293T cells. HEK293T ELG1-luciferase reporter, luminescence, 16 h; DNA damage induced by 5-fluorouridine. Potency, µM (series often up to 46.1 µM), for the others: at the highest dose activity change, negative = inhibition, usual class: inhibitors. 330,000 tested, 2.3% active; further: potency means the concentration at half of the fitted maximal effect; on the % scale 0 is the no-effect control and ±100 the full control effect; nearly all actives have a fitted effect of over 55% in size
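Quantitative HTS, concentration-response format. 2,000 cells/well co-treated with 5-fluorouridine and compound, 16 hr in 5% CO2 at 37 °C; ONE-Glo luminescence read after 30 min.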
Mito fusion act = blocks mitochondrial division or promotes mitochondrial fusion; Potency, µM (top dose mostly 46.1 µM), for inactives: at the top dose growth rescue (activation), hits mostly activators; 320,000 tested, 0.23% active; S. cerevisiae fusion-defective mutant growth rescue, CellTiterGlo 48 h;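 further: potency means the concentration at half of the fitted maximal effect; % of control where 0% means no effect; nearly all actives have a fitted effect of over 45% in size; temperature-sensitive fusion mutants such as fzo1-1 at 37 °C on non-fermentable ethanol glycerol medium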
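Compounds are tested for their ability to restore growth of mitochondrial fusion-defective yeast strains at non-permissive 37C in YPEG medium over 48 hours. Viability is quantified by luciferase luminescence.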
Numbers without * were called inactive; u = inconclusive; x = no result given; & = joins results of further samples; [ ] = remark or other dose. Unless noted, the call rests on the fitted dose curve; in most records, active means well fitted curve in the direction sought with a large enough effect; inconclusive means small, poorly fitted or top-dose-only effect, or another doubt; inactive means no such curve, though single readings can be large; an effect the other way counts as inactive or inconclusive. An excerpt; count on the stated rates, not on these rows.

Under each structure – KCNH2 3.1 inh	A-T KAP1 phos	Eya2 inh	TCR act	TRPV1 ag	hERG WT inh	USP2a block	TSHR antag	ELG1 DNA repair	Mito fusion act
O=C(CC12CC3CC(CC(C3)C1)C2)NC(=S)N1CCCCC1
→ -7	-6%	-1%	-5%[46.1 µM]	u	-2	2%	6	16%	8%
Cc1cc(C)c(S(=O)(=O)c2ccccc2C)c(SCC(C)C)n1
→ 3	8%	-25%	2%	26	0	-9%	-20	1%	29%
Cc1ccc(C)c(NC(=O)CN(C)C(=O)Cc2ccc(Cl)cc2Cl)c1
→ -26	7%	1%	-10%	-5	-1	0%	30	-2%	5%
C=CCN1/C(=C(\C#N)C2=NS(=O)(=O)c3ccccc32)N(C)c2ccccc21
→ 8	-3%	12%	-3%	2	7	2%	9	0%	3%
O=S(=O)(N/N=C/c1cccc(OC2CSC2)c1)c1ccccc1
→ -4	19%	4%	3%[46.1 µM]	-6	-12	0%	-1	5%	5%
CCN1CCN(c2ccc(NC(=O)CCc3c(C)nc4c(-c5ccccc5)c(C)nn4c3C)cc2)CC1
→ -5	11%	1%	4%	x	11	0%	-7	u	-3%
CCN(CC)S(=O)(=O)c1ccc(C)c(NC(=O)CNc2cccc(S(=O)(=O)N3CCCC3)c2)c1
→ -5	1%	16%	-3%	1	18	0%	-14	u	-2%
O=C(Nc1ccc(Br)cc1)c1ccc(-n2cnnn2)cc1
→ -4	1%	-5%	-3%	u	6	3%	-1	9%	-8%
O=c1[nH][nH]c(=O)c2cc([N+](=O)[O-])ccc12
→ 2&-2	-10%	15%	-6%&-2%	1	-1&-1	1%	-16	12%	-10%
CC(C)CC1NC(=O)N(CC(=O)N2CCN(S(=O)(=O)c3ccc(Cl)cc3)CC2)C1=O (stereo not drawn)
→ -7	1%	12%	8%	-3	-26	3%	11	2%	-6%
O=C1ON=C(c2cccc([N+](=O)[O-])c2)/C1=C/c1ccc(O)cc1
→ 10	4%	-14%	5%	-2	3	11%	6	u	-4%
C=CCn1c(CNC(=O)c2ccco2)nnc1SCC(=O)c1ccccc1
→ 44	15%	0%	2%	0	16	4%	-21	-8%	5%
CCCCn1c(N)c(N(CCC(C)C)C(=O)Cc2ccc(S(=O)(=O)N3CCOCC3)s2)c(=O)[nH]c1=O
→ -7	9%	3%	2%	-4	6	4%	4	u	-9%
Cc1oc(/N=C/c2ccc(O)cc2O)c(C#N)c1C
→ -3	-3%	5%	5%	9	1	0%	4	6%	25%
CC1CCCCN1C(=O)CCS(=O)(=O)Cc1ccccc1 (stereo not drawn)
→ -5	-6%	1%	-4%	0	-12	-1%	-9	1%	-6%
COc1ccc(C(=O)OCC(=O)Nc2ccc(N3CCOCC3)cc2)cc1OC
→ -17	3%	-4%	-31%	-2	8	-13%	-14	-15%	-5%
S=C(Nc1ccc2c(c1)OCO2)NC1CCN(Cc2ccccc2)CC1
→ 4	x	-1%	1%	7	1	0%	3	-7%	-3%
CCOC(=O)c1sc(NC(=O)CSCc2c(C)noc2C)nc1C
→ 5	9%	-20%	5%	10	5	1%	-27	-5%	1%
O=C(CSc1ccccn1)N1CCN(c2ccccc2)CC1
→ -4	-6%	10%	-7%	u	0	0%	-5	u	3%
CC[C@@H]1C=C(C)C[C@H](C)C[C@H](OC)[C@H]2O[C@@](O)(C(=O)C(=O)N3CCCC[C@H]3C(=O)O[C@H](/C(C)=C/[C@@H]3CC[C@@H](O)[C@H](OC)C3)[C@H](C)[C@@H](O)CC1=O)[C@H](C)C[C@@H]2OC
→ x	-15%	-21%	x	2	x	-5%	-4	8.2µM*	11%
CCC1Oc2ccc(C)cc2N(CC(=O)NCc2cc(OC)ccc2OC)C1=O (stereo not drawn)
→ 0	-9%	7%	1%	1	-10	2%	2	-1%	5%
CC(C)CC(NC(=O)C(CC(C)C)NC(=O)C(Cc1ccc(OCc2ccccc2)cc1)NC(=O)OC(C)(C)C)C(N)=O (stereo not drawn)
→ -3	5%[11.5 µM]	0%	6%	1	10	2%	-6	6%	-1%
O=C(O)c1cc(-c2cccs2)nc2ccc(Br)cc12
→ x	7%	-1%	x	1	x	-6%	-6	-6%	13%
Clc1cccc(Cn2ncc3ccccc32)c1
→ -9	8%	5%	0%	4	-8	2%	1	1%	-8%
Cn1nnnc1SCCNCc1cccc2ccccc12
→ 0	-2%	-4%	x	7	21	-1%	14	15%	1%
N#C/C(=C\c1cccnc1)C(=O)Nc1ccc(C(=O)O)cc1
→ 13	1%	11%	7%	0	1	3%	-2	4%	1%
Cn1cc(S(=O)(=O)NCCc2ccccc2)c(=O)n(C)c1=O
→ 23	6%	-26%	-2%	-2	0	-2%	2	12%	-5%
Cc1ccc(-c2cc(C(=O)N3CCOCC3)c3cc(C)ccc3n2)cc1
→ -5	8%	-11%	-3%	u	23	-5%	2	-17%	7%
Cc1nn(CC(=O)OCC(=O)Nc2ccccc2[N+](=O)[O-])c(C)c1[N+](=O)[O-]
→ 8	-2%	-1%	3%[46.1 µM]	-1	-7	1%	4	u	-4%
COc1ccccc1NS(=O)(=O)c1cccc(NC(=O)c2cc3ccccc3oc2=O)c1
→ -3	5%	8%	-1%	-3	5	-4%	24	u	4%

Whole records, looked up by structure. Screens in order: KCNH2 3.1 inh, A-T KAP1 phos, Eya2 inh, TCR act, TRPV1 ag, hERG WT inh, USP2a block, TSHR antag, ELG1 DNA repair, Mito fusion act
Entry for S=C(Nc1ccc2c(c1)OCO2)NC1CCN(Cc2ccccc2)CC1 : 4, x, -1%, 1%, 7, 1, 0%, 3, -7%, -3%
Entry for CCOC(=O)c1sc(NC(=O)CSCc2c(C)noc2C)nc1C : 5, 9%, -20%, 5%, 10, 5, 1%, -27, -5%, 1%
Entry for CCC1Oc2ccc(C)cc2N(CC(=O)NCc2cc(OC)ccc2OC)C1=O (stereo not drawn) : 0, -9%, 7%, 1%, 1, -10, 2%, 2, -1%, 5%
Entry for Cc1cc(C)c(S(=O)(=O)c2ccccc2C)c(SCC(C)C)n1 : 3, 8%, -25%, 2%, 26, 0, -9%, -20, 1%, 29%

Part of the list above, field by field.
> CCC1Oc2ccc(C)cc2N(CC(=O)NCc2cc(OC)ccc2OC)C1=O (stereo not drawn)
  KCNH2 3.1 inh = 0	A-T KAP1 phos = -9%	Eya2 inh = 7%	TCR act = 1%	TRPV1 ag = 1	hERG WT inh = -10	USP2a block = 2%	TSHR antag = 2	ELG1 DNA repair = -1%	Mito fusion act = 5%
> O=c1[nH][nH]c(=O)c2cc([N+](=O)[O-])ccc12
  KCNH2 3.1 inh = 2&-2	A-T KAP1 phos = -10%	Eya2 inh = 15%	TCR act = -6%&-2%	TRPV1 ag = 1	hERG WT inh = -1&-1	USP2a block = 1%	TSHR antag = -16	ELG1 DNA repair = 12%	Mito fusion act = -10%

(further entries)
Compound,KCNH2 3.1 inh,A-T KAP1 phos,Eya2 inh,TCR act,TRPV1 ag,hERG WT inh,USP2a block,TSHR antag,ELG1 DNA repair,Mito fusion act
O=c1c2ccccc2nc(SCc2ccncc2)n1CC1CCCO1 (stereo not drawn),-4,1%,-5%,8%,16,3,2%,-6,0%,11%
O=C(NCCN1CCCCC1)/C(=C/c1ccco1)NC(=O)c1ccccc1,-34,13%,14%,2%,-3,11,0%,17,u,2%
Cc1ccc(NC(=O)COCC(=O)Nc2ccc(F)cc2)cc1,-8,11%,-6%,3%,5,-10,-1%,8,-11%,3%
CC(C)C(c1nnnn1C1CCCCC1)N1CCc2ccccc2C1 (stereo not drawn),4,3%,-10%,-1%,0,-7,-3%,13,4%,20%
CNC(=O)NC(=O)COC(=O)c1n[nH]c2ccccc12,8,2%,22%,0%,2,-4,1%,2,-4%,1%
